# NSD2 inh: NSD2 (human) methyltransferase inhibition. O96028. NSD2-SET H3K36me1 DELFIA fluorescence, biochemical. inhibition, % at 12.5 µM. hit rate 0.07% among 44,000; in the data active = inhibition above about 54%, passing the limit was not always enough; inconclusive = no clear call, values can overlap the other calls;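 note: inhibitors reduce the monomethyl H3K36 fluorescence signal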
# Target sequence (O96028 whole entry, looked up): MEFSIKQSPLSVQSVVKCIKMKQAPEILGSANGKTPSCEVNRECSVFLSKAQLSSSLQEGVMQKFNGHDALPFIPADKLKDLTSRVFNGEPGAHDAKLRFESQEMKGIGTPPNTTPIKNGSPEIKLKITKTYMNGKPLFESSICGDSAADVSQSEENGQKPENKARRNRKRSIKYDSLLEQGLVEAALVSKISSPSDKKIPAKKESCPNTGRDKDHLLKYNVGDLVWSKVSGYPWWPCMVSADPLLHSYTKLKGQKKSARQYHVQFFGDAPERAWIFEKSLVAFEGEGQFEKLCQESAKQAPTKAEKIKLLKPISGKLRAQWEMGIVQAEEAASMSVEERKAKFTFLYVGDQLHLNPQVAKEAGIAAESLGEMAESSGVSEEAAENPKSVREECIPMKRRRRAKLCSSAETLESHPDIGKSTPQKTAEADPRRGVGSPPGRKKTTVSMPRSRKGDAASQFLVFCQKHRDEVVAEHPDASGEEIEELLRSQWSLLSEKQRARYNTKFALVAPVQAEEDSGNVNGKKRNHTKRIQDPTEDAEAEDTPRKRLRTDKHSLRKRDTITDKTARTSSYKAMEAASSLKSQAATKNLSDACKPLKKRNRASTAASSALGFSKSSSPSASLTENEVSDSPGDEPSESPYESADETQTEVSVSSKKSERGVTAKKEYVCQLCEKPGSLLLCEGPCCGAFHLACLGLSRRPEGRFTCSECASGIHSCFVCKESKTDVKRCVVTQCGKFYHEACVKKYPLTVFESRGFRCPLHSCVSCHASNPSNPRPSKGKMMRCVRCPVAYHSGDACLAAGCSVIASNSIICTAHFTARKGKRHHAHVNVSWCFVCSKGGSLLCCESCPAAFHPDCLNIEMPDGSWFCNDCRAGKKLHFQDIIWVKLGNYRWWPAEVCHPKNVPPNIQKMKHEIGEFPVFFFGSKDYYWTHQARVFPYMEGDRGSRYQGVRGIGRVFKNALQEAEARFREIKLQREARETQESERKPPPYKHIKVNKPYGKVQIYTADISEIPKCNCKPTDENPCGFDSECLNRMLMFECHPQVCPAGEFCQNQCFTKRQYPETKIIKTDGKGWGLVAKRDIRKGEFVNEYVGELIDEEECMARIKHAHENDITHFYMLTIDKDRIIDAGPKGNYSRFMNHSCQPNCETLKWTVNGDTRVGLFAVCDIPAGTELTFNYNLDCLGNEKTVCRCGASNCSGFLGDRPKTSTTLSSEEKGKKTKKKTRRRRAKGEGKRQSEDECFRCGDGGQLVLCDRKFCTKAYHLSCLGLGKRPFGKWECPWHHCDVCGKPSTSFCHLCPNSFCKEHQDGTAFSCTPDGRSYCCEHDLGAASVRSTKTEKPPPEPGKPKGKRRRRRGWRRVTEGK
# Starred values were filed as active, the others as inactive; u = inconclusive.
SMILES,NSD2 inh
CC(=O)N(C)C[C@H]1Oc2cc(C#Cc3ccccc3F)ccc2S(=O)(=O)N([C@@H](C)CO)C[C@H]1C,-2
CC(C)CC#Cc1cnc2c(c1)C(=O)N([C@@H](C)CO)C[C@@H](C)[C@H](CN(C)Cc1ccc3c(c1)OCO3)O2,0
C[C@@H]1CN([C@H](C)CO)C(=O)c2cc(NS(=O)(=O)c3cccs3)ccc2O[C@@H](C)CCCCO[C@@H]1CN(C)C(=O)NC1CCCCC1,-1
COc1ccc(NC(=O)C(C)Oc2ccccc2)cc1NC(=O)c1ccco1 (stereo not drawn),4
C[C@@H]1CN([C@H](C)CO)C(=O)c2cc(NC(=O)Cc3ccccc3)ccc2O[C@@H](C)CCCCO[C@H]1CN(C)C(=O)Nc1ccc2c(c1)OCO2,1
Cc1ccccc1-c1ccc2c(c1)O[C@@H](CN(C)C(=O)C1CC1)[C@@H](C)CN([C@H](C)CO)S2(=O)=O,-1
Cc1noc(C)c1NC(=O)N(C)C[C@H]1OCCCC[C@@H](C)Oc2ccc(NS(=O)(=O)c3cccs3)cc2C(=O)N([C@@H](C)CO)C[C@@H]1C,-1
COc1ccc(NC(=O)N(C)C[C@H]2Oc3ccc(NC(=O)NC4CCCCC4)cc3C(=O)N([C@@H](C)CO)C[C@@H]2C)cc1,3
C[C@H](NC(=O)C[C@H]1C[C@H]2c3cc(NC(=O)NC4CCCC4)ccc3O[C@H]2[C@@H](CO)O1)c1ccccc1,1
C[C@H]1CCCCO[C@H](CN(C)C(=O)c2ccccc2)[C@@H](C)CN([C@@H](C)CO)C(=O)c2cc(NC(=O)CCCN(C)C)ccc2O1,-1
C[C@@H]1CN([C@H](C)CO)C(=O)Cc2cc(NS(=O)(=O)c3ccc(Cl)cc3)ccc2O[C@H]1CN(C)Cc1ccc(Cl)c(Cl)c1,-10
COc1ccc(C(=C2C(=O)Nc3ccccc32)c2ccc(OC)cc2)cc1,-4

# The list goes on, overlapping the part above by two compounds.
SMILES,NSD2 inh
C[C@@H]1CN([C@H](C)CO)C(=O)Cc2cc(NS(=O)(=O)c3ccc(Cl)cc3)ccc2O[C@H]1CN(C)Cc1ccc(Cl)c(Cl)c1,-10
COc1ccc(C(=C2C(=O)Nc3ccccc32)c2ccc(OC)cc2)cc1,-4
CNC[C@@H]1Oc2ccc(NS(=O)(=O)c3ccccc3)cc2C(=O)N([C@H](C)CO)C[C@@H]1C,-1
CCc1cc2c(SCC(=O)N3CCc4ccccc43)ncnc2s1,-4
C[C@H]1CN([C@@H](C)CO)C(=O)c2cc(NC(=O)Cc3ccccc3)ccc2O[C@@H]1CN(C)C(=O)Nc1ccc2c(c1)OCO2,1
COc1ccccc1S(=O)(=O)N(C)C[C@@H]1Oc2cc(C#CCC3CCCC3)ccc2S(=O)(=O)N([C@H](C)CO)C[C@@H]1C,1
C[C@H]1CN([C@@H](C)CO)S(=O)(=O)c2ccc(-c3ccc(C#N)cc3)cc2O[C@H]1CN(C)C(=O)CN(C)C,-10
COc1ccc(NC(=O)N(C)C[C@H]2Oc3c(NS(=O)(=O)c4ccccc4)cccc3C(=O)N([C@@H](C)CO)C[C@@H]2C)cc1,5
C[C@@H]1CN([C@H](C)CO)C(=O)Cc2cc(NC(=O)CCN3CCOCC3)ccc2O[C@@H]1CN(C)S(=O)(=O)c1ccccc1,0
COC(=O)CCCCCCC(=O)N/N=C/c1ccc(OC)c(Br)c1,-1
O=C(C[C@H]1C=C[C@H](NS(=O)(=O)c2ccc(F)cc2)[C@H](CO)O1)NCc1ccncn1,2
C[C@H](CO)N1C[C@H](C)[C@H](CN(C)C(=O)Nc2ccccc2)Oc2ncc(C3=CCCC3)cc2C1=O,-4
Cc1ccc(S(=O)(=O)N(C)C[C@@H]2OCCCC[C@@H](C)Oc3ccc(NS(=O)(=O)c4ccc(Cl)cc4)cc3C(=O)N([C@H](C)CO)C[C@H]2C)cc1,-1
C=CCOC(=O)[C@H]1[C@@H]2C(=O)O[C@@H](c3ccccc3)[C@@H](c3ccccc3)N2[C@@H](c2ccc(OCCOC(=O)[C@H]3C[C@H]4C(=O)N[C@@H](CCCCNC(C)=O)C(=O)N4[C@H]3c3ccc(O)cc3)cc2)[C@]12C(=O)Nc1ccccc12,7
C[C@@H]1CCCCO[C@@H](CN(C)Cc2ccncc2)[C@H](C)CN([C@@H](C)CO)C(=O)c2cc(NS(=O)(=O)c3cn(C)cn3)ccc2O1,6
C[C@@H]1CN([C@H](C)CO)C(=O)Cc2cc(NS(=O)(=O)c3cccs3)ccc2O[C@@H]1CN(C)Cc1ccc(C(=O)Nc2ccccc2N)cc1,-4
Cc1cc(C(=O)Nc2cccc3c2O[C@@H](CN(C)Cc2ccc(Cl)c(Cl)c2)[C@@H](C)CN([C@@H](C)CO)C3=O)n(C)n1,2
Cc1ccc(S(=O)(=O)N(C)C[C@@H]2Oc3ccc(NC(=O)NC(C)C)cc3C(=O)N([C@H](C)CO)C[C@H]2C)cc1,1
Cc1noc(C)c1NC(=O)N(C)C[C@H]1Oc2cc(C#CCC3CCCC3)ccc2S(=O)(=O)N([C@@H](C)CO)C[C@@H]1C,-8
NNC(=O)c1cc(COc2c(Cl)cccc2Cl)on1,-4
C[C@@H]1CN([C@H](C)CO)C(=O)c2cccc(NC(=O)Nc3ccc(F)cc3)c2O[C@H]1CN(C)C(=O)NC1CCCCC1,0
COCC(=O)N(C)C[C@H]1Oc2cc(-c3ccc(F)cc3)ccc2S(=O)(=O)N([C@@H](C)CO)C[C@H]1C,4
CC(C)C#Cc1ccc2c(c1)O[C@@H](CN(C)C(=O)c1ccccc1)[C@@H](C)CN([C@H](C)CO)S2(=O)=O,-1
COc1ccc(-c2cnc3c(c2)C(=O)N([C@H](C)CO)C[C@H](C)[C@@H](CN(C)C(=O)C2CCC2)O3)cc1,-5
C[C@H](CO)N1C[C@H](C)[C@H](CN(C)S(=O)(=O)c2cn(C)cn2)OCc2cn(nn2)CCCC1=O,4
C[C@H]1CN([C@@H](C)CO)C(=O)c2cccc(NC(=O)Nc3cccc4ccccc34)c2O[C@@H]1CN(C)C(=O)NC1CCCCC1,-4
Cc1ccc(S(=O)(=O)Nc2ccc3c(c2)C(=O)N([C@H](C)CO)C[C@@H](C)[C@H](CN(C)C(=O)CCCN(C)C)OCCCC[C@@H](C)O3)cc1,1
C[C@H](CO)N1C[C@H](C)[C@H](CN(C)S(=O)(=O)c2ccc(Cl)cc2)Oc2c(NC(=O)c3ccc(-c4nccs4)cc3)cccc2C1=O,-1
C[C@@H]1CCCCO[C@H](CN(C)S(=O)(=O)c2cccs2)[C@H](C)CN([C@@H](C)CO)C(=O)c2cc(NC(=O)c3ccncc3)ccc2O1,-1
COc1ccc(S(=O)(=O)Nc2ccc3c(c2)CC(=O)N([C@@H](C)CO)C[C@H](C)[C@H](CN(C)CC2CC2)O3)cc1,-1
Cc1noc(C)c1S(=O)(=O)Nc1cccc2c1O[C@@H](CN(C)S(=O)(=O)c1ccc(Cl)cc1)[C@@H](C)CN([C@H](C)CO)C2=O,1
Cc1noc(C)c1S(=O)(=O)Nc1ccc2c(c1)C(=O)N([C@@H](C)CO)C[C@H](C)[C@H](CN(C)C(=O)Nc1ccc(F)cc1)O2,0
C[C@@H]1CCCCO[C@@H](CN(C)Cc2ccccc2)[C@@H](C)CN([C@H](C)CO)C(=O)c2cc(NC(=O)Cc3ccccc3)ccc2O1,5
COCC#Cc1ccc2c(c1)O[C@H](CN(C)S(=O)(=O)c1ccc(OC)cc1)[C@@H](C)CN([C@H](C)CO)S2(=O)=O,2
C[C@@H]1CN([C@H](C)CO)S(=O)(=O)c2ccc(-c3ccccc3)cc2O[C@@H]1CN(C)Cc1ccccn1,0
COc1ccc(Cc2nccc3cc(OC)c(OC)cc23)cc1OC,3
C[C@H]1CN([C@@H](C)CO)S(=O)(=O)c2ccc(-c3cccc(F)c3)cc2O[C@H]1CN(C)CC1CC1,3
CCCN(C)C[C@@H]1Oc2cc(-c3ccc(F)cc3)ccc2S(=O)(=O)N([C@@H](C)CO)C[C@@H]1C,-5
C[C@@H]1CN([C@@H](C)CO)C(=O)c2cc(NC(=O)C3CCCCC3)ccc2O[C@@H](C)CCCCO[C@H]1CN(C)Cc1ccc2c(c1)OCO2,-4
Cc1noc(C)c1NC(=O)Nc1ccc2c(c1)C(=O)N([C@H](C)CO)C[C@H](C)[C@H](CN(C)Cc1ccccc1)OCCCC[C@@H](C)O2,0
CCN(CC)CCc1nc(-c2ccccc2)no1,-1
Cc1noc(C)c1NC(=O)Nc1ccc2c(c1)C(=O)N([C@@H](C)CO)C[C@H](C)[C@H](CN(C)Cc1ccc(Cl)c(Cl)c1)OCCCC[C@@H](C)O2,-9
O=C(NO)c1ccc(C(=O)N/N=C/c2cccc(Br)c2)cc1,1
O=C(C[C@H]1C[C@@H]2c3cc(NC(=O)C4CCC4)ccc3O[C@@H]2[C@@H](CO)O1)NCCc1ccccc1,u
CO[C@@H](C(=O)N(C)C[C@H]1OCc2ccccc2-c2ccccc2C(=O)N([C@H](C)CO)C[C@@H]1C)c1ccccc1,2
C[C@@H]1CN([C@H](C)CO)S(=O)(=O)c2ccc(C#CC3CC3)cc2O[C@H]1CN(C)C(=O)c1ccccn1,6
COc1ccccc1NC(=O)N(C)C[C@H]1Oc2cc(Br)ccc2S(=O)(=O)N([C@H](C)CO)C[C@H]1C,1
C[C@H]1CN([C@@H](C)CO)C(=O)c2cc(C3=CCCC3)cnc2O[C@H]1CN(C)Cc1ccc(F)cc1,4
CN1CCN(C(=O)C[C@H]2C[C@H]3c4cc(NC(=O)Nc5ccc(C(F)(F)F)cc5)ccc4O[C@H]3[C@@H](CO)O2)CC1,-14
Cc1cccc(CN(C)C[C@@H]2Oc3ncc(-c4cccc(C(F)(F)F)c4)cc3C(=O)N([C@H](C)CO)C[C@@H]2C)c1,-5

# Looked up above:
# COc1ccccc1NC(=O)N(C)C[C@H]1Oc2cc(Br)ccc2S(=O)(=O)N([C@H](C)CO)C[C@H]1C | NSD2 inh = 1
# C[C@@H]1CCCCO[C@H](CN(C)S(=O)(=O)c2cccs2)[C@H](C)CN([C@@H](C)CO)C(=O)c2cc(NC(=O)c3ccncc3)ccc2O1 | NSD2 inh = -1

# The listing continues.
SMILES,NSD2 inh
COc1ccccc1NC(=O)N(C)C[C@H]1Oc2ncc(C#CCC(C)C)cc2C(=O)N([C@H](C)CO)C[C@H]1C,-3
Cc1ccc(S(=O)(=O)Nc2ccc3c(c2)CC(=O)N([C@H](C)CO)C[C@H](C)[C@H](CN(C)C(=O)NC(C)C)O3)cc1,2
C[C@@H]1CN([C@H](C)CO)C(=O)c2cccc(NC(=O)c3nc4ccccc4s3)c2O[C@H]1CN(C)S(=O)(=O)c1cccs1,-5
O=C1CCC(O)c2cccc(O)c21 (stereo not drawn),-7
COC(=O)c1c(C)cc2c(c(C)c1=O)OC1(C2)C(C)CCC2C(C)(C)OC(=O)C=CC21C (stereo not drawn),-8
COCC#Cc1ccc2c(c1)O[C@@H](CN(C)S(=O)(=O)c1ccc(F)cc1)[C@H](C)CN([C@@H](C)CO)S2(=O)=O,-11
C[C@@H]1CCCCO[C@@H](CN(C)S(=O)(=O)c2ccccc2)[C@@H](C)CN([C@H](C)CO)C(=O)c2cc(NC(=O)CCC(F)(F)F)ccc2O1,1
C[C@@H]1CN([C@@H](C)CO)C(=O)c2cc(NC(=O)Cc3cn(C)c4ccccc34)ccc2O[C@@H]1CN(C)CC1CCCCC1,0
C[C@@H]1CCCCO[C@H](CN(C)C(=O)CCC(F)(F)F)[C@H](C)CN([C@H](C)CO)C(=O)c2cc(NC(=O)CCC(F)(F)F)ccc2O1,18
C[C@H]1CN([C@@H](C)CO)C(=O)c2cccc(NS(=O)(=O)c3ccccc3)c2O[C@@H]1CN(C)S(=O)(=O)c1cn(C)cn1,-2
C[C@@H]1CCCCO[C@H](CN(C)S(=O)(=O)c2ccc(Cl)cc2)[C@H](C)CN([C@@H](C)CO)C(=O)c2cc(NC(=O)Nc3ccc(C(F)(F)F)cc3)ccc2O1,-8
C[C@H](CO)N1C[C@H](C)[C@H](CN(C)C(=O)Nc2ccc3c(c2)OCCO3)OCc2cn(nn2)CCCC1=O,-2
C[C@@H]1CN([C@H](C)CO)C(=O)CCCn2cc(nn2)CO[C@H]1CN(C)Cc1ccc(Cl)c(Cl)c1,4
CCC(=O)N(C)C[C@@H]1Oc2cc(C3=CCCC3)ccc2S(=O)(=O)N([C@H](C)CO)C[C@H]1C,4
C[C@H]1CN([C@@H](C)CO)S(=O)(=O)c2ccc(C3=CCCC3)cc2O[C@@H]1CN(C)C(=O)CN(C)C,-3
CC(=O)N/C(=N/c1nc(C)cc(C)n1)Nc1cc(C)cc(C)c1,-3
C[C@@H]1CCCCO[C@H](CN(C)S(C)(=O)=O)[C@@H](C)CN([C@H](C)CO)C(=O)c2cc(NC(=O)C3CCCCC3)ccc2O1,-2
CCC(=O)N(C)C[C@H]1Oc2cc(C#C[C@H](C)O)ccc2S(=O)(=O)N([C@H](C)CO)C[C@@H]1C,5
Cc1ccc(N2C(=O)C3C4C=CC(CNC(=S)Nc5ccc(Br)cc5)(O4)C3C2=O)cc1 (stereo not drawn),7
C[C@@H]1CN([C@H](C)CO)C(=O)c2cc(-c3cccc(F)c3)cnc2O[C@H]1CN(C)Cc1ccccn1,-4
Cc1noc(C)c1NC(=O)N(C)C[C@@H]1OCCCC[C@H](C)Oc2ccc(NC(=O)C3CCCCC3)cc2C(=O)N([C@H](C)CO)C[C@@H]1C,4

# An excerpt of these results, with the structure last:
NSD2 inh | SMILES
0 | CC(C)CC#Cc1cnc2c(c1)C(=O)N([C@@H](C)CO)C[C@@H](C)[C@H](CN(C)Cc1ccc3c(c1)OCO3)O2
-1 | C[C@@H]1CN([C@H](C)CO)C(=O)c2cc(NS(=O)(=O)c3cccs3)ccc2O[C@@H](C)CCCCO[C@@H]1CN(C)C(=O)NC1CCCCC1
4 | COc1ccc(NC(=O)C(C)Oc2ccccc2)cc1NC(=O)c1ccco1 (stereo not drawn)
1 | C[C@@H]1CN([C@H](C)CO)C(=O)c2cc(NC(=O)Cc3ccccc3)ccc2O[C@@H](C)CCCCO[C@H]1CN(C)C(=O)Nc1ccc2c(c1)OCO2
-1 | Cc1ccccc1-c1ccc2c(c1)O[C@@H](CN(C)C(=O)C1CC1)[C@@H](C)CN([C@H](C)CO)S2(=O)=O
-1 | Cc1noc(C)c1NC(=O)N(C)C[C@H]1OCCCC[C@@H](C)Oc2ccc(NS(=O)(=O)c3cccs3)cc2C(=O)N([C@@H](C)CO)C[C@@H]1C

# Some of the compounds tested; count on the stated rates, not on these rows.
